SENP1 inh: SENP1 (human) catalytic domain inhibition; AID 624204; 360,000 tested, 0.21% active; recombinant SENP1 catalytic domain, CyPet-SUMO1-YPet FRET cleavage; inhibition, % at 10 µM; Q9P0U3;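 active means inhibition at least 30% at 10 µM, raw YFP signal under a set limit, fluorescence ratio 0.5 to 1.5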;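 further: 0% = enzyme with DMSO and 100% = no enzyme wells; some results filed as inactive read as strong as hits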
Target sequence (Q9P0U3 419-644 limits assumed): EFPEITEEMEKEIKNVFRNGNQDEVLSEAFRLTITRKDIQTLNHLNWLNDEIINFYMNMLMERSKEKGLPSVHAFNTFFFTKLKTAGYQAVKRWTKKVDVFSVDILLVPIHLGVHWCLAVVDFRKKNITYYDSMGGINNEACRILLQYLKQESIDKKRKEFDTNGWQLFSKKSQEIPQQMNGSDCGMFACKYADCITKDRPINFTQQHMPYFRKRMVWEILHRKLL
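Assay system – human recombinant His6-tagged SENP1 catalytic domain enzyme · Input – SENP1 enzyme, 20 pM final · Buffer or medium – Tris pH 8 buffer plus EDTA, NaCl, BME, BSA, NP40, catalase · Schedule – 50 min reaction at room temperature · Technique – FRET read of cyan and yellow fluorescence · Control set – no-enzyme wells low, DMSO-plus-enzyme wells high control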
hIAP activ: human IAP activation. purified human IAP, CDP-Star luminescence, 30 min; active compounds read high; 1 = vehicle-only enzyme, 0 = enzyme-free background. activation factor at 10 µM. 330,000 tested, 0.16% active;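 active means activation factor of the enzyme at least 2-fold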; further: the source names both 10 and 20 µM as test concentration; values of inactives mirror those of a sister screen read the other way
APOBEC3G inh: APOBEC3G (human) deaminase inhibition. Q9HC16. recombinant A3G, ssDNA deamination FAM/TAMRA fluorescence. inhibition, % at 20 µM. 330,000 tested, 0.28% active. AID 493012;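 active means inhibition of at least 40% at 20 µM, with no more than 30% in the related APOBEC3A deaminase screen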;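 further: plate controls were DMSO wells with A3G for no effect and wells lacking A3G enzyme for full effect; some compounds called inactive have numbers as strong as hits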
Target sequence (Q9HC16 whole entry, looked up): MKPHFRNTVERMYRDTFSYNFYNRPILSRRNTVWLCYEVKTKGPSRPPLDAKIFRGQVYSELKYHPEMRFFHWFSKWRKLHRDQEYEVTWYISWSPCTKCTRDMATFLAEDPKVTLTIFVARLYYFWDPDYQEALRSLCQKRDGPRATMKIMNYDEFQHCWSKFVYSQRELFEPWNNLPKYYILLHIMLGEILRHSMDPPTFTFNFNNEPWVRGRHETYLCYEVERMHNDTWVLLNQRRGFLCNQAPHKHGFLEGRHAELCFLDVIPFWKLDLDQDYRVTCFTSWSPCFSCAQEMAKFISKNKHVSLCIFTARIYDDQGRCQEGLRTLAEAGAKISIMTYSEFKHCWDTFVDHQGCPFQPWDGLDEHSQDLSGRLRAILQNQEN
beta cell repl: MIN6 beta-cell proliferation induction | MIN6 cells proliferation, ATPlite luminescence, 48 h; cells starved in 0.2% serum; 100% = growth in 10% serum | proliferation, % at 10 µM | 330,000 tested, 0.29% active;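 active means compounds whose signal lies at least 3.5 SD above the mean of all wells on their plate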;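 further: 0% = DMSO-treated cells in low-serum medium and 100% = 10% serum control; some compounds called inactive have numbers as strong as hits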
mIAP act: mouse IAP activation | 330,000 tested, 0.24% active | activation factor at 10 µM | muIAP, CDP-Star luminescence, 30 min; active compounds read high; 1 = vehicle-only enzyme signal, 0 = enzyme-free wells;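 active means activation factor of at least 2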; further: the source names both 10 and 20 µM as test concentration; values of inactives mirror those of a sister screen read the other way
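System: mouse IAP enzyme. Reagent: CDP-Star chemiluminescent phosphatase substrate. Benchmarks: DMSO wells, no-enzyme wells. Times: 30 min enzyme-substrate-compound incubation at room temperature. Detection: luminescence from enzymatic CDP-Star hydrolysis. Doses: test compounds delivered from DMSO solution.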
mIAP inh: blocks mouse intestinal alkaline phosphatase; purified mouse IAP, CDP-Star luminescence, 30 min; inhibition, % at 10 µM; 330,000 tested, 0.2% active; AID 2806;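 active means inhibition of at least 40% at 10 µM in the primary screen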;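 further: plate controls were DMSO with enzyme for no effect and no enzyme wells for full effect; values of inactives mirror those of a sister screen read the other way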
NALP3 yeast inh: inhibitors of NALP3 inflammasome in yeast. 330,000 tested, 0.39% active. Yeast reconstituted NLRP3/ASC/caspase-1, beta-gal luminescence, 24 h. inhibition, % at 10 µM;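 active means inhibition of 50% or more; inactive means inhibition below 50%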;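 further: plate controls were induced DMSO wells for no effect and uninduced yeast grown without galactose for full effect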
APOBEC3A inh: blocks human APOBEC3A ssDNA deamination. P31941. recombinant A3A, FAM/TAMRA ssDNA deamination fluorescence. inhibition, % at 20 µM. 330,000 tested, 0.41% active;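 active means at least 40% inhibition at 20 µM here, with at most 30% in a related deaminase screen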;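 further: plate controls were A3A with DMSO for no effect and wells lacking A3A enzyme for full effect; some results filed as inactive read as strong as hits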
Target sequence (P31941 whole entry, looked up): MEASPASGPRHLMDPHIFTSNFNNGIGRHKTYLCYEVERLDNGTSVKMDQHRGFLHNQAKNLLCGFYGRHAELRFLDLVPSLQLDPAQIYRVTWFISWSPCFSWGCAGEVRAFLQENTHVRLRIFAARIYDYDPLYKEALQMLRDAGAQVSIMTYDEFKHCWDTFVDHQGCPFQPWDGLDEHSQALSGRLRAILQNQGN
hIAP block: blocks human intestinal alkaline phosphatase. purified IAP, CDP-Star luminescence, 30 min. inhibition, % at 10 µM. 330,000 tested, 0.12% active. AID 2544;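 active means inhibition reaching a set limit with compound at 10 µM in the primary screen, cut at about 35% in these data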;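 further: plate controls were DMSO wells with enzyme for no effect and no-enzyme buffer wells for full effect; values of inactives mirror those of a sister screen read the other way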
An asterisk follows results filed as active; · = no result given. Not all compounds are listed, so the mix of outcomes need not match the whole.

SMILES	SENP1 inh	hIAP activ	APOBEC3G inh	beta cell repl	mIAP act	mIAP inh	NALP3 yeast inh	APOBEC3A inh	hIAP block
O=C(CCS(=O)(=O)c1ccccc1)Nc1nnc(-c2ccco2)o1	-5	1.1	0	-3	0.96	4	1	2	-12
O=C1CCCc2c1nn(-c1ccccc1)[n+]2[O-]	1	0.99	-3	-1	0.95	5	1	3	1
CCCS(=O)(=O)c1c(S(=O)(=O)CCC)c2c(N)cccn2c1C(=O)c1ccccc1	-11	1.2	-4	-4	0.95	5	15	-11	-16
CCOC(=O)c1c(S(=O)(=O)NCC(=O)Nc2cccc(C)c2)c(C)n(C)c1C	-1	1	1	-2	1.1	-9	5	0	-2
COc1ccc(OCCOC(=O)CNC(=O)c2ccc(C)cc2)cc1	2	1.2	-11	0	1.1	-7	25	6	-19
O=C(O)c1cccc(NC(=O)c2cn(-c3ccccc3)nc2-c2ccc([N+](=O)[O-])cc2)c1	0	1.1	-3	-3	0.95	5	25	-7	-6
CSCCC(NC(=O)c1ccccc1)c1nc(-c2ccccc2)no1 (configuration not stated)	·	1.1	-4	-4	1	-2	12	-2	-7
CCOC(=O)c1sc(NC(=O)/C=C/c2cnn(C)c2C)c(C(=O)OC(C)C)c1C	0	1.1	-4	-2	0.98	2	2	3	-6
CN(Cc1ccccc1)C(=O)c1ccc(NC(=O)C2CCN(C(=O)OC(C)(C)C)CC2)cc1	3	0.96	-5	-3	1.1	-14	6	3	4
CC(=O)NC(C)C(=O)OCc1ccc(Cl)cc1Cl (configuration not stated)	1	1	-3	1	1	-4	-5	-17	-4
Cc1ccc(CNC(=O)c2cc(S(=O)(=O)N3CCOCC3)cn2C)cc1	0	0.94	-6	4	0.95	5	1	-2	6
C=CCC[C@H](Cc1ccc(F)cc1)C(=O)OC[C@H](Cc1c[nH]c2ccccc12)NC(=O)[C@@H](CC=C)CC(=O)N[C@@H](CO)Cc1ccccc1	1	1.1	-8	-5	1.2	-19	33	-2	-9
CCOc1ccc(N2CC(NS(=O)(=O)c3cccnc3)CC2=O)cc1 (configuration not stated)	-2	1.2	-5	0	1	-1	1	0	-18
CC(C)(C)c1ccc(C(=O)NC(=S)NCc2ccco2)cc1	-1	1.3	-9	-7	0.93	7	36	-1	-25
CC(CN1CCCCC1)NC(=O)c1cc(-c2ccccn2)nc2ccc(Cl)cc12 (configuration not stated)	-6	0.96	-4	-5	0.97	3	17	0	4
CC(C)(C)NNC(=S)Nc1ccc(S(=O)(=O)N2CCOCC2)cc1	1	1.2	-5	0	1	-2	1	-4	-21
CCCCN(C(=O)c1ccco1)c1nnc(-c2cc(OC)c(OC)c(OC)c2)s1	-1	0.9	-5	5	0.9	10	2	-1	10
CC(C)(C)c1[nH]ncc1[N+](=O)[O-]	0	0.83	-1	0	1.1	-9	12	4	17
O=C(N/N=C/c1ccco1)C1CC1(c1ccccc1)c1ccccc1 (configuration not stated)	1	0.94	0	-1	0.93	7	14	12	6
O=C(O)C1Nc2c(O)cc(Cl)c([N+](=O)[O-])c2C2C=CCC12 (configuration not stated)	15	1.1	94	-2	0.25	75*	0	100	-10
O=C1NCCCC1C(=O)Nc1ccccn1 (configuration not stated)	1	0.95	-4	-1	0.91	9	4	2	5
CCNC(=S)NCc1ccc(F)cc1	2	1.1	0	3	0.91	9	5	4	-7
CSCCC(NC(=O)c1ccccc1Br)C(=O)NNC(=O)c1ccncc1 (configuration not stated)	1	1	-2	-2	0.9	10	11	2	-4
Cc1noc(C)c1CSCC(=O)Nc1cc(Cl)ccc1N1CCCCC1	1	0.97	-9	-5	0.96	4	1	-2	2
CC(=O)N/C(=C/c1ccc2c(c1)OCO2)C(=O)NCc1ccccc1	-1	1.1	-12	0	0.98	2	-4	3	-13
COc1ccccc1-n1nc(C(=O)NCc2ccco2)c2ccccc2c1=O	2	0.87	-8	-1	0.98	2	19	-3	13
CCC1=C(OC(=O)N(CC)CC)N2C(=O)OC(=NCC3CC3)[C@]2(Cc2ccccc2)[C@H]2C1=CC[C@H]1C(=O)N(C)C(=O)[C@H]12	7	0.91	-5	-1	1	0	20	-3	9
COc1ccc(OCCCC(=O)Nc2cc(S(=O)(=O)N3CCCCC3)ccc2OC)cc1	1	0.99	-5	0	1	0	16	-1	1
CNC(=O)CSc1nnc(COc2ccc([N+](=O)[O-])cc2)n1C	-2	0.94	-6	0	0.99	1	8	-3	6
Brc1cc(/C=N/n2cnnc2)oc1Br	3	0.98	-3	2	0.94	6	2	-1	2
CCCc1cc(C(=O)Cc2ccc(C(=O)OCC)o2)c(O)cc1O	-32	0.98	-8	-1	0.97	3	13	-3	2
COc1ccc(S(=O)(=O)N(C)C[C@H]2Oc3c(NC(=O)Nc4ccc5c(c4)OCO5)cccc3C(=O)N([C@H](C)CO)C[C@@H]2C)cc1	0	0.98	-6	-4	1.4	-40	-5	-3	2
CCOC(=O)C1=C(C)OC(N)=C(C#N)C1c1cc(C)sc1C (configuration not stated)	-5	1.1	-7	3	0.95	5	-15	-2	-6
Cc1ccc(NC(=O)CSCC(=O)N2c3ccccc3CCc3ccccc32)cc1	1	1.2	2	-4	1.1	-15	11	3	-18
Cc1cc(F)ccc1S(=O)(=O)N1CCCOC1CNC(=O)C(=O)NCCc1c[nH]c2ccccc12 (configuration not stated)	-1	1.1	-3	1	1	-5	2	7	-5
CCOc1cccc(NC(=O)c2ccc(S(=O)(=O)N3CCCC3)cc2)c1	1	0.94	-13	1	1	-3	7	-3	6
CCOc1ccc(NC(=O)CN(C)C(=O)CCCn2c(=O)oc3ccccc32)cc1OCC	2	0.95	-1	-1	1	-2	18	27	5
Cc1ccc(C2C(C(=O)c3cccs3)=C(O)C(=O)N2c2ccc(S(N)(=O)=O)cc2)cc1 (configuration not stated)	-5	0.96	-9	1	1	-3	-47	-6	4
O=C1CN(CC(=O)Nc2cccc(Cl)c2Cl)c2ccccc2N1	-13	1.1	-5	-5	1.1	-13	4	-2	-9
Cc1ccccc1NC(=S)N1CCN(Cc2ccccc2)CC1	0	0.9	-6	-2	0.96	4	3	-4	10
Cc1ccc(N2C(=O)N(CC(=O)Nc3ccccc3C(F)(F)F)C(=O)C2C)cc1 (configuration not stated)	2	1	-6	0	0.94	6	4	-3	-2
O=C(NC1CCCCC1)C(c1ccncc1)N(C(=O)c1ccco1)c1ccc(F)cc1 (configuration not stated)	-3	1	-9	0	1	-2	18	-2	-1
COc1ccc(S(=O)(=O)N(C)CC(=O)Nc2ccc(C(N)=O)cc2)cc1OC	1	0.91	-4	6	0.95	5	6	2	9
CCN(CC)S(=O)(=O)c1cccc(-c2nnc(SCC(=O)NC)n2N)c1	4	1	-5	4	0.96	4	13	-2	-2
N#Cc1c(NC(=O)C2CC(c3c(F)cccc3Cl)=NO2)sc2c1CCC2 (configuration not stated)	-1	1	-2	0	1	0	2	2	0
COc1ccccc1NC(=O)Nc1ccc(CC#N)cc1	1	1.1	-6	1	1.2	-16	-1	-2	-7
Cc1c(C(=O)C(=O)N2CC=C(c3ccccc3)CC2)c2ccccc2n1C	2	1.1	-11	-1	1.1	-7	36	-3	-13
COc1ccc(OC)c(/C=N/NC(=O)C(=O)NCc2cccnc2)c1	2	1	-14	-1	1.1	-8	-1	0	0
CCN(CC)c1ccc(NC(=O)c2ccccc2OCC(=O)OC)cc1	-8	1	4	-3	0.99	1	22	1	-1
CCOc1ccc2nc(N3CCCC(C(=O)NC4CCCC4)C3)sc2c1 (configuration not stated)	2	0.82	4	-5	0.94	6	7	2	18
CC(C)c1ccccc1OCCCCCN1CCOCC1	3	1.1	9	4	1.1	-9	1	4	-8
CCn1ccnc1C(O)(c1ccccc1)c1ccccc1	0	1	-5	0	1	0	-2	-8	-2
Cc1ccc(OCCC(=O)N(CC(=O)Nc2ccccc2C(F)(F)F)Cc2ccco2)cc1	-4	1.1	-2	-6	0.94	6	8	1	-15
Cc1ccc(CNC(=O)C2CCC(=O)N(CCc3ccccn3)C2)s1 (configuration not stated)	1	0.82	-7	-3	0.95	5	13	-7	18
CCN(CC)c1nc(C(N)=O)cc(-c2ccccc2)n1	-33	1.1	1	1	0.76	24	53*	4	-12
O=C(CSc1nnnn1-c1ccccc1)CSc1nnnn1-c1ccccc1	1	1.1	2	-2	0.92	8	-2	1	-10
Cc1c(CN2CCC(CO)(CCOc3ccccc3)CC2)[nH]c2ccc(Cl)cc12	-4	0.91	-3	-7	0.97	3	20	5	9
Cc1ccc(C(=O)N/C(=C/c2cn(-c3ccccc3)nc2-c2ccccc2)C(=O)O)cc1	2	0.97	-3	-1	0.91	9	10	3	3
CCOc1ccc(/C(O)=C2/C(=O)C(=O)N(CCN(CC)CC)C2c2ccco2)cc1 (configuration not stated)	-7	0.98	-4	-1	0.95	5	2	-4	2
COC(=O)c1ccccc1S(=O)(=O)NNC(=O)c1ccccc1-n1cccc1	-2	1.2	-6	3	0.99	1	-11	-3	-23

Laid out differently: entries from further up
canonical_smiles | SENP1 inh | hIAP activ | APOBEC3G inh | beta cell repl | mIAP act | mIAP inh | NALP3 yeast inh | APOBEC3A inh | hIAP block
Cc1c(C(=O)C(=O)N2CC=C(c3ccccc3)CC2)c2ccccc2n1C | 2 | 1.1 | -11 | -1 | 1.1 | -7 | 36 | -3 | -13
Cc1cc(F)ccc1S(=O)(=O)N1CCCOC1CNC(=O)C(=O)NCCc1c[nH]c2ccccc12 (configuration not stated) | -1 | 1.1 | -3 | 1 | 1 | -5 | 2 | 7 | -5
O=C(O)c1cccc(NC(=O)c2cn(-c3ccccc3)nc2-c2ccc([N+](=O)[O-])cc2)c1 | 0 | 1.1 | -3 | -3 | 0.95 | 5 | 25 | -7 | -6

Next part:
SMILES	SENP1 inh	hIAP activ	APOBEC3G inh	beta cell repl	mIAP act	mIAP inh	NALP3 yeast inh	APOBEC3A inh	hIAP block
COC(=O)c1cc(S(=O)(=O)N(Cc2ccccc2)C(C)(C)C)c[nH]1	2	1	0	-1	0.98	2	-5	-2	-5
CC(=O)c1ccc(NC(=O)c2ccc(CNc3c(N4CCOCC4)c(=O)c3=O)cc2)cc1	1	1.3	-1	-1	1.2	-18	6	-2	-27
CCN(CC)CCC(=O)N1c2ccccc2CCc2ccc(NC(=O)OC(C)C)cc21	-1	1.2	-6	-3	1	-2	11	-3	-16
Cc1ccc(S(=O)(=O)N(C(=O)c2ccncc2)c2ccc(OC(=O)c3ccncc3)cc2)cc1	-1	1.1	-6	0	0.94	6	12	-1	-10
CCCCN1C(=O)C(O)(CC(=O)c2ccccc2OC)c2ccccc21 (configuration not stated)	-4	0.83	-1	-7	0.87	13	5	-2	17
CC(C)C(NC(=O)c1ccc(Cl)cc1Cl)C(=O)N1CCN(S(=O)(=O)c2ccccc2)CC1 (configuration not stated)	-2	0.99	18	0	1.1	-6	15	0	1
O=C(CCn1c(=S)oc2ccccc21)Nc1cccc(F)c1	-1	0.98	-9	2	1	-4	1	-3	2
CS(=O)(=O)N1CCN=C1SCc1ccc(Br)cc1	-1	1.1	-11	3	1	0	16	-5	-13
Cn1cccc1C(=O)NC(=O)COC(=O)CC12CC3CC(CC(C3)C1)C2	-2	0.83	-2	-1	0.85	15	1	-2	17

Screens: PubChem, Sanford-Burnham Center for Chemical Genomics
